FadD28 FP inh: inhibitors of FadD28 bisubstrate probe binding, primary screen, biochemical, fluorescence polarization, single point | inhibition, % at 12.5 µM | 360,000 compounds, 0.22% hits; in the data active = inhibition above about 8.5%, passing the limit was not always enough
Mtb UGM inh: M. tuberculosis UGM enzyme inhibitors, primary screen, biochemical, fluorescence polarization, single point; UDP-galactopyranose mutase (Mycobacterium tuberculosis (strain ATCC 25618 / H37Rv)), …; purified UGM, fluorescence polarization probe displacement; AID 504406, 2011; 320,000 compounds, 0.06% hits; inhibition, % at 10 µM; in the data active = inhibition above about 10%, passing the limit was not always enough
Target sequence (P9WIQ1 whole entry, looked up): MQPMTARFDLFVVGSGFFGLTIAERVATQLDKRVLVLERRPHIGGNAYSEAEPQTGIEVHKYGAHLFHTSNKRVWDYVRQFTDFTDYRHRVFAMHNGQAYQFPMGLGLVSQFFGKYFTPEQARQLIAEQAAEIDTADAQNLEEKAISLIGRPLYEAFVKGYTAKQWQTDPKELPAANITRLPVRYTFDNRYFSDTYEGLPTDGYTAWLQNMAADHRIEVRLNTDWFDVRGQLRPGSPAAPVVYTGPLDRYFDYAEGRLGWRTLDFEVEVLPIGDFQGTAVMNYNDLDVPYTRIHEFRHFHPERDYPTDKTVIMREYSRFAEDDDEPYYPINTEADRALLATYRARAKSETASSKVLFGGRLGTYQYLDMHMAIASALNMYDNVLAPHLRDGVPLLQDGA
Y pestis TopoI: Yersinia pestis topoisomerase I inhibitors, primary screen, biochemical, cleavage product accumulation, plate reader, single point; AID 504884, 2011; activity, % at 10 µM; DNA topoisomerase I (Yersinia pestis CO92); 360,000 compounds, 0.064% hits; Y. pestis Topo-I cleavage product accumulation; in the data active = activity above about 50%, passing the limit was not always enough; also: inactives centre near 2
FBA Mtb inh: Mtb FBA enzyme inhibitors, primary screen, biochemical, fluorescence, strain H37Rv; purified M. tuberculosis FBA, fluorescence read-out; inhibition, % at 1 µM; 360,000 compounds, 2.3% hits; AID 588726, 2011; in the data active = inhibition above about 27%;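 also: 0% = vehicle and 100% = reference inhibitor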
Target sequence (P9WQA3 whole entry, looked up): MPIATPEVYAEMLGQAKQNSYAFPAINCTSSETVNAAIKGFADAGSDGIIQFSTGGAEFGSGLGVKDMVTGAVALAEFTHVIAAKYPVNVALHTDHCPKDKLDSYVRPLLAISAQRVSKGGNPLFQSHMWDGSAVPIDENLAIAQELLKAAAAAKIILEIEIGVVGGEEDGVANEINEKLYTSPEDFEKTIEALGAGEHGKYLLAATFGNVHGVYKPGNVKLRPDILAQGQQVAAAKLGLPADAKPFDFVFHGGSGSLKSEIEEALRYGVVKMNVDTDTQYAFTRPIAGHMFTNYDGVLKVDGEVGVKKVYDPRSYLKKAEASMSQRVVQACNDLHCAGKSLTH
Mtb BioA inh: M. tuberculosis BioA enzyme inhibitors, primary screen, biochemical, plate reader, single point, HTS; 7,8-diaminopelargonic acid synthase BioA (Mycobacterium tuberculosis); purified M. tuberculosis BioA enzyme; inhibition, % at 9.99 µM; 360,000 compounds, 0.096% hits; AID 602481, 2012; in the data active = inhibition above about 40%
GDH-TPI inh: GDH-TPI coupling enzyme inhibitors, primary screen, artefact control for M. tuberculosis FBA inhibitor project, biochemical, absorbance, full deck; GDH-TPI coupled enzyme counterscreen, NADH absorbance; inhibition, % at 4.8 µM; 360,000 compounds, 1.2% hits; in the data active = inhibition above about 30%;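 also: 0% = DMSO wells and 100% = wells lacking the enzyme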
PfHsp40 rescue: rescue of yeast from PfHsp40 toxicity, primary screen, S. cerevisiae, ATP luminescence. growth rescue, % at 12.5 µM. S. cerevisiae expressing PfHsp40, growth rescue. 340,000 compounds, 0.68% hits; in the data active = growth rescue above about 28%, passing the limit was not always enough;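 also: yeast W303a lacking pdr1 and pdr3 grown in galactose medium; growth measured after three days at 30 °C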
Vc quorum ag: inducers of Vibrio cholerae quorum light production without autoinducers, primary screen, BH1578 luxS cqsA deficient, single point. V. cholerae BH1578 lux reporter, luminescence, 6 h. activation, % at 18.7 µM. 350,000 compounds, 0.16% hits. AID 588436, 2011; in the data active = activation mostly above about 9.7%, no sharp cut-off; also: not every result past the cut was called active; inactives centre near 0; reference of the scale not given here
TcdB GH inh: TcdB glycohydrolase inhibitors, primary screen, biochemical, single point, plate reader | AID 652162, 2013 | inhibition, % at 9.99 µM | Toxin B (Clostridioides difficile), P18177 | TcdB glycohydrolase enzymatic assay | 350,000 compounds, 0.24% hits; in the data active = inhibition above about 10%
* hit, by the source's call; i = inactive; nt = no result given; & = joins results of further samples.

The opening two entries, to show the layout:
nr	canonical_smiles	Y pestis TopoI	PfHsp40 rescue	GDH-TPI inh	Mtb BioA inh	Vc quorum ag
1	O=C1NC(c2ccccc2Br)=N/C1=C\c1ccco1	-1	-0.2	7	nt	-0.4
2	CC(C)(C)n1nnnc1C(c1cccc(C#N)c1)N1CCCc2ccccc21 (configuration not stated)	-3	0.1	4	-1.3	-0.4

nr	FadD28 FP inh	TcdB GH inh	Mtb UGM inh	FBA Mtb inh
1	1.1	0.7	-0.4	-2
2	-1.4	1.0	-2.0	1

Main list (from the top)
nr	canonical_smiles	Y pestis TopoI	PfHsp40 rescue	GDH-TPI inh	Mtb BioA inh	Vc quorum ag
1	O=C1NC(c2ccccc2Br)=N/C1=C\c1ccco1	-1	-0.2	7	nt	-0.4
2	CC(C)(C)n1nnnc1C(c1cccc(C#N)c1)N1CCCc2ccccc21 (configuration not stated)	-3	0.1	4	-1.3	-0.4
3	CCCC(C)NNC(=O)c1cc2ccccc2[nH]1 (configuration not stated)	10	-0.9	0	-0.9	i
4	CS(=O)(=O)N(CC(=O)Nc1c(F)cccc1F)c1cccc([N+](=O)[O-])c1	2	-0.1	-10	-1.4	0.6
5	COc1ccc(-c2ccc(OC)cc2C(=O)O)cc1	10	1.2	-15	-1.4	i
6	O=C(Nc1ccncc1)c1ccc2c(c1)C(=O)N(C1CCCCC1)C2=O	-7	-0.4	2	-1.1	i
7	COc1c(C(=O)Nc2ccc3[nH]c(=O)[nH]c3c2)cc2ccccc2c1Br	28	-0.8	12	nt	i
8	c1ccc(CSc2ncnc3c2oc2ccccc23)cc1	24	0.7	17	0.7	-0.3
9	CCOC(=O)N1CCN(S(=O)(=O)c2ccc(F)c(C(=O)Nc3cc(C)cc(C)c3)c2)CC1	26	1.9	4	nt	2.2
10	CCOc1cc(C=C2C(=O)c3ccccc3C2=O)ccc1OCC(=O)Nc1ccc(C)cc1	6	0.8	11	nt	-0.2
11	COc1ccccc1OCC(=O)N1CCCC(Nc2cccc(F)c2)C1 (configuration not stated)	6	1.1	-9	0.1	-0.2
12	Clc1ccc(C=NN2CCCCCC2)cc1Cl	-3	-0.1	8	1.4	i

nr	FadD28 FP inh	TcdB GH inh	Mtb UGM inh	FBA Mtb inh
1	1.1	0.7	-0.4	-2
2	-1.4	1.0	-2.0	1
3	0.6	nt	-1.0	2
4	-3.7	nt	0.1	3
5	-2.5	nt	-1.3	4
6	-0.2	nt	-2.0	-6
7	-2.4	0.4	1.4	12
8	-1.4	nt	2.8	8
9	0.8	nt	0.5	-3
10	0.8	nt	2.3	-3
11	0.1	1.2	1.6	-4
12	-1.0	-3.5	nt	2

Further results
nr	canonical_smiles	Y pestis TopoI	PfHsp40 rescue	GDH-TPI inh	Mtb BioA inh	Vc quorum ag
13	CCOC(=O)C(NC(=O)c1ccc(OC)cc1)(Nc1cc(C)on1)C(F)(F)F (configuration not stated)	-2	-0.6	0	-0.8	-1.3
14	Cc1cc(C)c(C)c(S(=O)(=O)NCc2ccc(C(=O)N3CCOCC3)cc2)c1C	17	-0.1	3	-1.4	-0.7
15	CCOc1c(C)cc(S(=O)(=O)NCc2cccnc2)c(C)c1C	11	1.0	7	2.5	-1.2
16	N#CCOc1ccccc1CNC[C@H]1O[C@@H](n2cnc(C(N)=O)n2)[C@H](O)[C@@H]1O	0	-0.9	5	0.2	-1.3
17	Cc1cc(C)n(-c2cc(N3CCN(S(=O)(=O)c4ccc(Br)cc4)CC3)ccc2[N+](=O)[O-])n1	44	0.8	21	-0.9	i
18	O=C(Cc1c(O)c2ccccc2[nH]c1=O)NCc1ccccc1F	0	0.4	0	-1.6	-0.7
19	OC(COCc1ccco1)CN1CCN(c2ccccc2)CC1 (configuration not stated)	-5	0.1	5	0.0	-0.1
20	CN(C(=O)CS(=O)(=O)c1cn(CC(=O)N2CCCCC2)c2ccccc12)c1ccccc1	10	-0.3	6	-1.0	-0.7
21	Cc1cc([N+](=O)[O-])cnc1N1CCOCC1	1	0.3	13	-1.4	-0.3
22	Cc1ccc(C)c(N(CC(=O)NN=C2CCCCCCC2)S(C)(=O)=O)c1	-4	-0.2	6	-2.1	-0.4
23	C[C@H](CO)N1C[C@H](C)[C@@H](CN(C)Cc2cccc(F)c2)Oc2cc(-c3cccc(C#N)c3)ccc2S1(=O)=O	15	nt	0	-0.1&2.5&0.7	-0.4
24	CCOc1cccc(C(=O)Nc2ccc(N3CCN(S(C)(=O)=O)CC3)cc2)c1	-8	0.7	16	-2.2	-1.9

nr	FadD28 FP inh	TcdB GH inh	Mtb UGM inh	FBA Mtb inh
13	-2.5	nt	-0.6	3
14	-1.7	1.5	-0.4	-1
15	0.2	0.1	0.0	-3
16	-2.6	-12	nt	-1
17	-2.9	nt	1.6	-3
18	-0.1	nt	1.2	14
19	-1.1	nt	2.2	1
20	-0.4	0.2	-1.8	4
21	1.1	0.8	0.7	-8
22	-2.2	nt	-0.2	0
23	-1.2	1.4&-1.8&-1.9	nt	3
24	1.1	nt	2.7	-5

Going on with the list.
nr	canonical_smiles	Y pestis TopoI	PfHsp40 rescue	GDH-TPI inh	Mtb BioA inh	Vc quorum ag
25	CN(CC(=O)Nc1ccc(F)cc1)C(=O)COC(=O)CNC(=O)c1sc2ccccc2c1Cl	17	-0.2	4	-2.6	-4.2
26	Cc1cc(C)c(NC(=O)CS(=O)CC(=O)NCC2CCCO2)c(C)c1 (configuration not stated)	5	-0.7	12	-1.1	i
27	CC(C)c1ccc(NC(=O)Cn2nnc(C(=O)NCc3ccc4c(c3)OCO4)c2N)cc1	2	-0.8	13	-3.5	-0.4
28	CCc1nnc(NS(=O)(=O)c2ccc(NC(=O)c3ccccc3O)cc2)s1	4	1.5	6	-0.4	i
29	CCC(CC)c1nnc(NC(=O)C2COc3ccccc3O2)s1 (configuration not stated)	-5	-0.8	6	-0.2	-25
30	O=C(OCc1cc(=O)n2cc(Br)ccc2n1)C1COc2ccccc2O1 (configuration not stated)	8	1.0	18	4.6	-0.4
31	CCOC(=O)c1sc(Nc2ccc(Br)cc2)nc1C	-4	3.0	27	nt	0.0
32	COC(=O)c1ccc(CNC(=O)COc2ccccc2Br)o1	0	0.4	4	-0.3	-0.4
33	O=C1COc2ccc(C(=O)CSc3nnc(Cc4cccs4)n3-c3ccc(Cl)cc3)cc2N1	4	2.1	-7	3.1	-0.1
34	COc1ccc(N2CCN(C(=O)c3c(-c4c(F)cccc4Cl)noc3C)CC2)cc1	13	0.5	-3	5.8	i
35	COc1ccccc1CCN=C(N)NS(=O)(=O)c1ccc(C)cc1	-2	0.1	5	nt	-0.3
36	CCCC(=O)Nc1ccc(C(=O)N2CCCC2)cc1	4	-0.1	3	-0.4	-0.4

nr	FadD28 FP inh	TcdB GH inh	Mtb UGM inh	FBA Mtb inh
25	-2.8	1.5	-1.4	-2
26	-0.4	nt	1.7	3
27	-1.5	-1.6	-0.1	0
28	-2.7	2.5	5.3	73*
29	-3.2	nt	4.0	-2
30	-2.6	nt	0.9	-1
31	-1.9	1.7	-0.7	0
32	0.0	nt	-1.9	-1
33	-4.8	nt	nt	2
34	-5.0	0.9	-0.5	-2
35	-3.9	1.6	0.9	-1
36	-1.2	nt	1.0	-3

Carrying on.
nr	canonical_smiles	Y pestis TopoI	PfHsp40 rescue	GDH-TPI inh	Mtb BioA inh	Vc quorum ag
37	COc1ccc(N2CCN(C(=O)CSc3nnc(-c4ccc5[nH]c(C)c(C)c5c4)o3)CC2)cc1	8	2.6	13	nt	-1.2
38	C[C@@H](CSc1ccccc1)CN1CC[C@H](C(C)(C)C)CCC1=O	12	0.7	-1	4.6	-0.6
39	CC(C)(C)C(=O)Nc1ncc(C(F)(F)F)cc1Cl	-7	0.0	0	-0.8	0.5
40	CN(C)S(=O)(=O)c1ccc(Cl)c(C(=O)NC2=NCCS2)c1	2	-0.3	3	0.1	-0.3
41	CCC(C)(C)n1nnnc1C(C(C)C)N(Cc1ccco1)Cc1cc2cc3c(cc2[nH]c1=O)OCO3 (configuration not stated)	12	0.8	9	-1.6	-0.5
42	Cc1c(C(N)=O)sc2ncn(CCOc3ccccc3)c(=O)c12	-7	-0.3	-8	3.5	i
43	Cc1cccnc1-n1c(CN2C(=O)c3ccccc3C2=O)nc2ccccc2c1=O	1	0.6	6	12	-0.3
44	C=CCNC(=S)NCC1COc2ccccc2O1 (configuration not stated)	-4	-0.2	3	nt	-0.2
45	O=c1cc(NCc2ccco2)c2ccccc2o1	0	-2.0	-10	1.0	26*
46	COC(=O)c1ccc2[nH]c(C3(O)CCCCC3)c(C)c2c1	13	0.9	-11	-0.3	2.6
47	CCOC(=O)Cn1c(=O)oc2cc(S(=O)(=O)NCCCc3ccccc3)ccc21	12	1.7	4	1.4	-0.2
48	CCCNC(=O)C1(C)CCN(C(=O)c2cccc(C#N)c2)C1 (configuration not stated)	6	nt	4	-1.0	-4.5

nr	FadD28 FP inh	TcdB GH inh	Mtb UGM inh	FBA Mtb inh
37	-0.1	nt	-1.5	3
38	-4.8	0.7	0.5	0
39	-3.6	nt	-2.8	1
40	-0.4	0.7	1.2	2
41	0.1	nt	6.1	29*
42	-4.2	0.0	0.7	-1
43	-2.3	nt	-1.3	2
44	-0.5	1.1	1.3	0
45	1.6	nt	-1.9	3
46	1.5	-0.7	5.5	4
47	-0.6	1.5	2.6	-2
48	-1.3	1.2	nt	3

More structures follow.
nr	canonical_smiles	Y pestis TopoI	PfHsp40 rescue	GDH-TPI inh	Mtb BioA inh	Vc quorum ag
49	COc1ccccc1/C=N/NC(=O)C(NC(=O)c1ccccc1)=C(C)C	7	-2.1	15	-2.0	-2.2
50	Cc1ccc(-c2nc(NCCCO)c3ccccc3n2)cc1	2	-1.5	4	0.5	-0.9
51	COC(=O)c1scc(C)c1NC(=O)C(Cl)c1ccccc1 (configuration not stated)	-1	-1.1	-12	nt	i
52	Cc1cc(/C=C2\Cc3ccccc3C2=O)c(C)n1-c1ccccc1	3	0.6	9	nt	i
53	Cc1ccc(C(C)NC(=O)c2ccco2)cc1 (configuration not stated)	0	-1.4	2	-0.4	-0.7
54	CC(=O)C1(c2ccccc2)CCNCC1	0	1.5	-12	11	-4.5
55	O=C(N/N=C\c1cccnc1)c1ccc(Br)s1	1	-1.2	25	0.8	-7.7
56	Cc1ccc([C@H]2C(C(=O)O)=CC[C@@H](c3ccc4c(c3)OCO4)N2S(=O)(=O)c2ccc(C)cc2)cc1	12	4.0	4	-2.2	i
57	CCOc1ccc(N(CC(=O)Nc2cccc(Br)c2)S(C)(=O)=O)cc1	-5	-0.1	1	7.5	i
58	CC(C(=O)O)N1C(=O)C2C3c4ccccc4C(c4ccccc43)[C@@H]2C1=O (some centres not stated)	1	-1.3	-2	-1.4	i
59	Cc1cc(C)c2c(C)nn(C3CCCCC3)c2n1	-3	-0.7	6	nt	-0.2
60	Cc1cc(C)c(OCCOCCN2CCN(C)CC2)c(Cl)c1	-1	-0.6	9	-0.7	-0.3
61	C/C(=N\N1CCCCC1)c1ccccc1O	-3	-2.5	-3	-2.3	1.6

nr	FadD28 FP inh	TcdB GH inh	Mtb UGM inh	FBA Mtb inh
49	-1.6	nt	2.5	2
50	-6.6	4.6	4.0	-1
51	-3.8	0.0	0.4	1
52	0.8	0.0	-2.0	5
53	-4.0	nt	-5.3	-1
54	-3.2	nt	1.2	4
55	-3.0	0.5	2.3	2
56	-4.6	-0.6	nt	3
57	-2.3	0.8	2.8	0
58	-4.6	0.3	2.0	6
59	-1.2	nt	-5.7	6
60	0.2	0.4	2.2	0
61	-0.8	1.0	0.0	3

Compounds listed so far with a CF3 group (2):
nr	canonical_smiles	Y pestis TopoI	PfHsp40 rescue	GDH-TPI inh	Mtb BioA inh	Vc quorum ag
13	CCOC(=O)C(NC(=O)c1ccc(OC)cc1)(Nc1cc(C)on1)C(F)(F)F (configuration not stated)	-2	-0.6	0	-0.8	-1.3
39	CC(C)(C)C(=O)Nc1ncc(C(F)(F)F)cc1Cl	-7	0.0	0	-0.8	0.5

nr	FadD28 FP inh	TcdB GH inh	Mtb UGM inh	FBA Mtb inh
13	-2.5	nt	-0.6	3
39	-3.6	nt	-2.8	1

Screening results as filed in PubChem.
